mIAP activ = increases mouse intestinal alkaline phosphatase activity; hit rate 0.24% among 330,000; activation factor at 10 µM; muIAP, CDP-Star luminescence, 30 min; hits give high values; 1 = vehicle-only enzyme signal, 0 = enzyme-free wells;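 active = activation factor of at least 2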; note: the source names both 10 and 20 µM as test concentration; values of inactives mirror those of a sister screen read the other way
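System: mouse IAP enzyme. Reagent: CDP-Star chemiluminescent phosphatase substrate. Benchmarks: DMSO wells, no-enzyme wells. Times: 30 min enzyme-substrate-compound incubation at room temperature. Detection: luminescence from enzymatic CDP-Star hydrolysis. Doses: test compounds delivered from DMSO solution.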
Apaf1 inhib = human Apaf-1 inhibition | hit rate 0.71% among 330,000 | reconstituted apoptosome caspase-3 activity, DEVD-Rh110 fluorescence | O14727 | AID 489030 | inhibition, % at 20 µM; active = inhibition of at least 40% at 20 µM;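 note: plate controls were DMSO wells for no effect and DEVD-CHO caspase inhibitor wells for full effect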
Target sequence (O14727 whole entry, looked up): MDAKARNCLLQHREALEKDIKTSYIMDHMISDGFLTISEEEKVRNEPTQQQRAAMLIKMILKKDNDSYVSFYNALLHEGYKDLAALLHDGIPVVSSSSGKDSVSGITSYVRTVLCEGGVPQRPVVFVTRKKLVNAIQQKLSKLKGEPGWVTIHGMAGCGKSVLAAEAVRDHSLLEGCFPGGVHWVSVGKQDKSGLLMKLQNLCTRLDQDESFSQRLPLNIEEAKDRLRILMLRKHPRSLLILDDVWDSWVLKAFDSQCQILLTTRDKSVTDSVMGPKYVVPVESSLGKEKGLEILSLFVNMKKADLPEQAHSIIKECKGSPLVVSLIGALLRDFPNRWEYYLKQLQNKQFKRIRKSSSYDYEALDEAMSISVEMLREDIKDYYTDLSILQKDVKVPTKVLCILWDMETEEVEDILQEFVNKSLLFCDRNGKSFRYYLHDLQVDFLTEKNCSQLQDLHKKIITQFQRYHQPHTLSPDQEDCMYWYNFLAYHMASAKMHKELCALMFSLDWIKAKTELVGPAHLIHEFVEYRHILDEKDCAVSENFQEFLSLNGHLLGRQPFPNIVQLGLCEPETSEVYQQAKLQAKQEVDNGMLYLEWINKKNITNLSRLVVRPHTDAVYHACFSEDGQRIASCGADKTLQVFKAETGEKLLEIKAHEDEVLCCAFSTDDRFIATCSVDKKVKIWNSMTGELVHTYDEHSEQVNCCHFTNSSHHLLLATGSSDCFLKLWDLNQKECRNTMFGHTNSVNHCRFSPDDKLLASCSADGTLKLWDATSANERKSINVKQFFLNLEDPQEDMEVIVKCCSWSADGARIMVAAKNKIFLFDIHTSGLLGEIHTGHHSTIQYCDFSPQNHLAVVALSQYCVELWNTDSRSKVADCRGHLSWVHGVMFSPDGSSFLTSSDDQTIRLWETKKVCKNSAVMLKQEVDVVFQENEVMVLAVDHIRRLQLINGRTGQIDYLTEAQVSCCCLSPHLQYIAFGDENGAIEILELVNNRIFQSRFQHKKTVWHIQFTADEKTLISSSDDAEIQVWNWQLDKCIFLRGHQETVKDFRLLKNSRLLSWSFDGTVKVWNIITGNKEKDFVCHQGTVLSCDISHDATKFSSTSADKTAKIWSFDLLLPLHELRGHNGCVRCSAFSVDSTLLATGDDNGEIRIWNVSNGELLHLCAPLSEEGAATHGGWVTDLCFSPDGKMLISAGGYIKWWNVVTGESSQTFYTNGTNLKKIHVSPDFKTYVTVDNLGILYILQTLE
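Material: reconstituted apoptosome with Apaf-1, cytochrome c, caspase-9, procaspase-3, dATP; medium: pH 7.5 Hepes buffer with CHAPS, BSA, DTT; also added: cytochrome c and DEVD-Rh110 substrate; timing: 30 min plus 50 min, RT; signal: Rh110 fluorescence intensity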
hIAP activ = human IAP activation. hit rate 0.16% among 330,000. AID 2524. P09923. activation factor at 10 µM. purified human IAP, CDP-Star luminescence, 30 min; hits give high values; 1 = vehicle-only enzyme, 0 = enzyme-free background;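 active = activation factor of the enzyme at least 2-fold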; note: the source names both 10 and 20 µM as test concentration; values of inactives mirror those of a sister screen read the other way
hIAP block = human IAP inhibition; purified IAP, CDP-Star luminescence, 30 min; inhibition, % at 10 µM; hit rate 0.12% among 330,000;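 active = inhibition reaching a set limit with compound at 10 µM in the primary screen, cut at about 35% in these data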;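 note: plate controls were DMSO wells with enzyme for no effect and no-enzyme buffer wells for full effect; values of inactives mirror those of a sister screen read the other way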
TIM10 inh = inhibits growth of TIM10 yeast strain; hit rate 1.4% among 330,000; S. cerevisiae TIM10 strain growth, BacTiter-Glo luminescence, 24 h; AID 463195; inhibition, % at 10 µM;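 active = inhibition of 40% or more at the single tested concentration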;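 note: wild-type TIM10 isogenic control strain grown at permissive 25 °C; 0% = DMSO yeast wells and 100% = minimal medium wells without yeast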
NLRP3 yeast inh = inhibitors of NALP3 inflammasome in yeast; Yeast reconstituted NLRP3/ASC/caspase-1, beta-gal luminescence, 24 h; inhibition, % at 10 µM; hit rate 0.39% among 330,000; AID 2825;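 active = inhibition of 50% or more; inactive = inhibition below 50%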;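 note: plate controls were induced DMSO wells for no effect and uninduced yeast grown without galactose for full effect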
ATG4B inhibitor = inhibitors of human ATG4B cysteine protease. inhibition, % at 8.33 µM. ATG4B cleavage of LC3-PLA2, NBD-HPC fluorescence, 1 h. hit rate 0.51% among 340,000. AID 504462. Q9Y4P1; in the data active = inhibition above about 40%
tim10-1 inh = tim10-1 yeast growth inhibition. inhibition, % at 20 µM. hit rate 2.2% among 330,000. S. cerevisiae tim10-1 ts strain growth, BacTiter-Glo, 24 h;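 active = inhibition of at least 40%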;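 note: mutant grown at 25 °C; 0% = DMSO wells with yeast and 100% = wells holding no yeast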
mIAP inh = mouse IAP inhibition; hit rate 0.2% among 330,000; AID 2806; purified mouse IAP, CDP-Star luminescence, 30 min; inhibition, % at 10 µM;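 active = inhibition of at least 40% at 10 µM in the primary screen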;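 note: plate controls were DMSO with enzyme for no effect and no enzyme wells for full effect; values of inactives mirror those of a sister screen read the other way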
Active calls of the source: *; nt = no result given.

SMILES	mIAP activ	Apaf1 inhib	hIAP activ	hIAP block	TIM10 inh	NLRP3 yeast inh	ATG4B inhibitor	tim10-1 inh	mIAP inh
CC1=CC(C)(C)N(C(=O)CN2C(=O)c3ccccc3C2=O)c2ccccc21	1.08	-8.3	0.989	1.1	40.4*	3.4	14.3	42.7*	-7.7
COc1ccc(N(C(=O)Cn2nnc3ccccc32)C(C(=O)NCc2ccco2)c2cccnc2)cc1 (centres undefined)	0.923	4.8	1.13	-12.8	9.7	13.9	-10.1	-11.0	7.7
COc1cccc(CC2CC(=O)N(c3ccc4c(C)cc(=O)oc4c3)C2=O)c1 (centres undefined)	0.937	-17.9	1.18	-18.3	-20.5	18.1	-10.1	-2.3	6.3
CCn1c(-c2cc(-c3ccccc3OC)nc3ccccc23)n[nH]c1=S	0.899	11.4	0.951	4.9	23.6	5.3	-12.2	12.9	10.1
O=C(Cc1ccccc1)Nc1cccc(S(=O)(=O)N2CCCCCC2)c1	1.27	12.7	1.09	-9.2	10.4	9.5	-2.2	22.6	-26.9
CC(Sc1nncn1C)C(=O)NCc1ccc2c(c1)OCO2 (centres undefined)	0.975	-8.8	0.988	1.2	-1.0	6.2	0.7	0.8	2.5
O=C(O)CNC(=S)N(Cc1ccccc1Cl)C1CCCCC1	0.996	2.5	0.965	3.5	-1.4	14.9	-3.5	7.8	0.4
CCC(=O)N(C)CCc1cc2c(c(OC)c1/C=N/Nc1ccc(C(=O)O)cc1)OCO2	1.03	11.1	1.02	-2.1	2.8	14.4	-4.5	22.2	-2.6
C=CCN=C1S/C(=C/c2ccc([N+](=O)[O-])cc2)C(=O)N1CC=C	0.909	-19.9	1.08	-7.6	11.2	35.5	-8.5	26.3	9.1
O=C1CC(c2ccc(F)cc2)CC2=C1C(c1ccc([N+](=O)[O-])o1)Nc1ccccc1N2 (centres undefined)	0.99	-7.8	0.978	2.2	21.2	21.0	-2.0	9.3	1.0
CCN(CC)CCC(=O)Nc1ccc2c(c1)N(C(=O)CN(CC)CC)c1ccccc1CC2	0.958	25.7	1.19	-18.7	-3.8	11.0	4.8	-14.5	4.2
COCc1cc(C)nc(OCC(=O)N/N=C/c2cccc(OC)c2)c1C#N	1.06	12.6	1.06	-6.5	8.7	3.4	-12.9	-1.0	-5.6
Cc1nn(C2CCS(=O)(=O)C2)c(Cl)c1/C=C/C(=O)OCC(=O)Nc1ccccc1OC(F)F (centres undefined)	1.12	-6.5	0.868	13.2	-3.3	13.4	1.0	12.1	-11.6
O=C(NNc1cc(Cl)ccc1Cl)c1c(F)cccc1Cl	0.968	4.4	0.915	8.5	12.8	24.2	2.9	19.9	3.2
Cc1ccc2c(c1)-c1cc(C)nn1C(c1ccc3c(c1)OCO3)N2 (centres undefined)	0.964	16.9	1.22	-21.8	9.8	15.2	6.0	26.0	3.6
c1ccc(-c2sc3ccccc3c2-c2ccc(OCCN3CCCC3)cc2)cc1	1.05	78.0*	0.916	8.4	-8.5	36.0	4.4	-1.0	-4.7
Cc1noc(C)c1C(=O)OCC(=O)C12CC3CC(CC(C3)C1)C2	0.966	-3.2	1.01	-0.7	0.3	16.9	3.0	-5.5	3.4
CC[n+]1c(/C=C2\C=C(C)CC(C)C2)sc2ccccc21 (centres undefined)	0.907	10.9	1.03	-3.5	21.6	-2.0	15.3	30.1	9.3
COc1ccccc1NC(=O)NC1CCCc2ccccc21 (centres undefined)	1.04	9.4	1.08	-7.9	13.5	12.7	8.5	-1.8	-4.0
Cc1ccc(C(=O)O/N=C2/CC3CCC2(C)[C@@]3(C)CBr)cc1 (some centres undefined)	0.837	6.1	1.1	-10.2	8.0	24.7	-1.1	36.9	16.3
CC1CCCCN1C(=O)COc1ccc(F)cc1 (centres undefined)	0.899	-6.2	0.915	8.5	-6.4	13.5	-7.8	-4.1	10.1
O=C(NCc1ccccc1Cl)C1CCN(C(=O)c2sccc2-n2cccc2)CC1	0.931	7.1	0.864	13.7	15.2	0.3	-3.2	12.7	6.9
CC1CN(C(=S)Nc2ccc(SC(F)F)cc2)CC(C)O1 (centres undefined)	1.05	8.1	1.05	-5.5	16.6	-13.2	-4.0	-0.5	-5.2
CCOC(=O)C1CCN(C(=O)Cn2c(=O)oc3cc(S(=O)(=O)N4CCCC4)ccc32)CC1	1.02	1.2	0.888	11.2	-2.4	3.0	-2.6	2.9	-2.5
Cc1ccc(NC(=O)CSc2nc(C)c(Cc3ccccc3)c(=O)[nH]2)cc1	1.01	21.6	0.858	14.2	-6.8	5.7	-11.6	-20.1	-1.2
Cc1cccc(N2C(S)=C(C#N)C(=O)NC23CCCCC3)c1	0.999	-1.2	1	-0.1	5.3	-6.7	0.2	10.4	0.1
CC(C)CCNC(=O)c1ccc(Cl)c(NC(=O)c2ccccc2F)c1	1.02	3.8	0.993	0.7	20.4	22.0	nt	4.8	-1.8
CC(=O)OC[C@H]1O[C@@H](Oc2cc(O)cc3oc(-c4ccc(O)cc4)cc(=O)c23)[C@H](O[C@@H]2O[C@@H](C)[C@H](O)[C@@H](O)[C@H]2O)[C@@H](O)[C@@H]1O	0.959	10.1	1.04	-4.1	-0.4	5.2	5.0	1.8	4.1
Cc1ccc(C(=O)c2c(NC(=O)c3ccccc3C)sc(C)c2C)cc1	0.948	21.3	1.04	-4.5	28.5	22.9	63.2*	19.2	5.2
Cc1ccccc1NC(=O)C1CC(=O)N(c2ccc3c4c(cccc24)CC3)C1 (centres undefined)	1.09	-2.1	1.01	-1.2	7.4	22.3	0.1	3.7	-9.3

A stretch from further up:
SMILES	mIAP activ	Apaf1 inhib	hIAP activ	hIAP block	TIM10 inh	NLRP3 yeast inh	ATG4B inhibitor	tim10-1 inh	mIAP inh
CC1CCCCN1C(=O)COc1ccc(F)cc1 (centres undefined)	0.899	-6.2	0.915	8.5	-6.4	13.5	-7.8	-4.1	10.1
O=C(NCc1ccccc1Cl)C1CCN(C(=O)c2sccc2-n2cccc2)CC1	0.931	7.1	0.864	13.7	15.2	0.3	-3.2	12.7	6.9
CC1CN(C(=S)Nc2ccc(SC(F)F)cc2)CC(C)O1 (centres undefined)	1.05	8.1	1.05	-5.5	16.6	-13.2	-4.0	-0.5	-5.2

(listing goes on)
SMILES	mIAP activ	Apaf1 inhib	hIAP activ	hIAP block	TIM10 inh	NLRP3 yeast inh	ATG4B inhibitor	tim10-1 inh	mIAP inh
COc1cc(C2Nc3ccccc3C(=O)N2NS(C)(=O)=O)ccc1O (centres undefined)	1.12	1.8	1.12	-12.5	8.2	-6.7	-4.2	20.3	-12.1
CC(=O)Nc1ccc(S(=O)(=O)N2CCN(CCC#N)CC2)cc1	0.954	-9.2	1	-0.3	0.2	6.2	-0.2	-17.1	4.6
CCn1c(=O)n(CC)c2cc(N3CCCC3)c(NC(=O)c3ccccc3OC)cc21	1	14.9	1.02	-2.2	8.6	17.4	-13.8	-26.0	-0.5
O=C(COC(=O)c1ccccc1[N+](=O)[O-])c1ccc(C2CCCCC2)cc1	0.928	-0.4	0.999	0.1	-6.2	23.3	13.3	21.8	7.2
CCCC[C@@H]1CNC(=S)N1CCCC	1.03	2.7	0.844	15.6	-7.9	19.1	-8.1	18.3	-3.2
CCOC(=O)C1CCCN(C/C(O)=C(\C#N)c2nc(-c3ccccc3)cs2)C1 (centres undefined)	0.942	-11.1	1.16	-16.4	-2.8	15.3	-5.3	13.5	5.8
COc1ccc(C2(CNS(=O)(=O)c3ccccc3)CCOCC2)cc1	0.977	6.8	0.915	8.5	2.5	-8.9	-7.9	2.7	2.3
Brc1cnc2nc[nH]c2c1	0.997	-18.8	1.06	-5.7	9.2	3.2	-4.8	-3.8	0.3
O=C(COC(=O)[C@H](Cc1c[nH]c2ccccc12)NC(=O)c1cccs1)NCc1ccccc1	1.07	6.1	1	-0.3	10.8	-15.8	-11.6	12.7	-6.6
COC(=O)c1ccc(NC(=S)NCC2CC2)cc1	1.18	5.2	1.04	-3.7	0.8	3.2	-12.1	3.1	-17.6
CS(=O)(=O)c1ccc(C2=C(c3ccccc3)C(=O)OC2)cc1	0.975	-9.5	1.05	-5.4	2.2	11.0	3.7	-8.4	2.5
O=C(NCC(c1ccco1)N1CCc2ccccc21)c1cccc([N+](=O)[O-])c1 (centres undefined)	0.932	11.8	0.902	9.8	18.2	20.3	3.4	26.7	6.8
CCOC(=O)[C@@H]1[C@H]2COc3ccc(Br)cc3[C@@H]2N2C(=O)N(c3cccc(Cl)c3)C(=O)[C@]12C	0.942	15.1	0.947	5.3	6.5	2.7	1.4	28.5	5.8
CCCCN(CC)CCNC(=O)c1cc2c(=O)[nH]c3ccccc3c2n1C	0.952	-0.7	1.09	-8.9	-4.6	15.5	-8.5	-0.3	4.8
CCC(=O)Nc1ccc(Cl)c(NC(=O)c2cccnc2)c1	0.984	-24.8	1.03	-2.8	-4.1	12.8	6.2	-13.3	1.6
CCn1c(CCNC(=O)c2ccccc2Cl)n[nH]c1=S	1.02	5.3	1.04	-3.7	-2.8	-9.1	4.0	6.8	-1.9
Cc1cccc(OCC(=O)N(Cc2ccco2)c2c(N)n(Cc3ccccc3)c(=O)[nH]c2=O)c1	0.887	1.9	0.898	10.2	7.6	5.4	7.7	-2.2	11.3
COC(=O)C1(C)NC(c2ccc(F)cc2)C2C(=O)N(c3ccc(C)cc3)C(=O)C21 (centres undefined)	1.03	0.4	1.24	-24.3	5.3	3.1	7.3	3.7	-3.2
CCOC(=O)c1cc(C)sc1NC(=O)CN1CCN(C(=O)c2ccco2)CC1	1.03	21.9	0.867	13.3	10.5	0.8	-2.4	12.4	-3.3
CN(C(=O)c1cc(-n2cnnc2)ccc1Cl)c1ccccc1	1.13	4.5	1.12	-11.8	-1.7	2.9	4.2	0.1	-12.9
Cc1cccc(-c2noc(CCC(=O)Nc3ccccc3)n2)c1	1.08	10.1	0.946	5.4	-11.7	41.4	-4.6	12.3	-8.4
Cc1sc2ncnc(-n3nnc4ccccc43)c2c1C	0.943	-8.4	1.02	-1.6	-17.4	12.2	-5.5	27.6	5.7
COc1ccc(-c2nnc(SCC(=O)NC(=O)NCc3ccco3)o2)cc1	1.01	11.9	1.04	-4.0	-1.4	-0.3	-6.4	9.4	-1.4
COC(=O)c1ccc(C2/C(=C(/O)c3ccc(OC)cc3)C(=O)C(=O)N2CC2CCCO2)cc1 (centres undefined)	0.999	-13.3	0.877	12.3	-7.7	21.6	-5.5	-12.6	0.1
O=C(CN(C(=O)c1ccccc1Cl)N1C(=O)CCCC1=O)c1ccc(Cl)cc1	1	-10.1	1.09	-8.7	-30.0	-7.1	1.9	1.2	0.0
CCCN(CCC)Cc1c(C(=O)N/N=C/c2cccs2)nnn1-c1nonc1N	0.952	11.1	0.949	5.1	8.8	7.5	-3.7	-1.4	4.8
Clc1ccc(Cn2nc(-c3ccccc3)nc2-c2ccccc2)cc1	1.05	22.6	0.878	12.2	5.1	4.1	14.8	7.6	-4.9
COCCn1c(SCC(=O)Nc2sc(C)c(C)c2C#N)nnc1-c1ccc(OC)cc1	0.957	3.2	0.977	2.3	6.0	11.3	-14.9	22.7	4.3
CSc1ccccc1NC(=O)CSc1n[nH]c(N)n1	1.08	12.4	1.08	-8.2	-18.7	5.8	1.9	2.9	-7.8
C/C(N)=C(/C#N)C(=O)COC(=O)c1ccc(O)cc1	1.17	0.0	0.947	5.3	-4.4	-15.3	12.6	0.7	-17.0

High-throughput results: PubChem, Sanford-Burnham Center for Chemical Genomics
